# E coli growth: counter-screen for AddAB inhibitors: E. coli growth inhibition | E. coli V3065 growth, OD600 absorbance, 18 h | inhibition, % at 11.9 µM | 330,000 tested, 0.27% active;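 active = inhibition above the campaign's mean inhibition across all tested compounds plus 3 SD, cut at about 9.9% in these data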;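 note: uninfected addAB+ strain grown without phage in ampicillin broth; 0% = DMSO wells and 100% = ciprofloxacin 0.95 µg/ml wells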
# SUMO Mot1 rescue: inhibitors of SUMOylation pathway: yeast Mot1-301 growth rescue | S. cerevisiae Mot1-301 growth rescue, ATP luminescence, 38.5C; percent above DMSO median, 100 means doubled | growth rescue, % at 18.8 µM | 320,000 tested, 1% active;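 active = every valid replicate shows activation above 250% relative to neutral control wells; inactive = the rest, any valid replicate at or below 250%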;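 note: OY570 slx delta 5 strain wells were the positive control but not used for scaling; some compounds called inactive have numbers as strong as hits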
# PKA-R1A activ: activates the PKA-R1A holoenzyme complex | P00514+P68181 | 340,000 tested, 0.083% active | AID 504707 | PKA-R1A dissociation, Cy5-IP20 fluorescence polarization; scaled: DMSO 0%, 113 µM cGMP 100% | activation, % at 11.4 µM;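 active = percent activation above the mean of all tested compounds plus 3 SD, cut at about 19% in these data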;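 note: higher means more PKAc released from R1A so a rise in polarization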
# HTR5A inv ag: inverse agonist of human HTR5A in OPRM1-OPRD1 counter-screen. HTR5A cell line, luminescence, inverse agonism. 340,000 tested, 0.083% active. inhibition, % at 9.3 µM. AID 504634. P47898; in the data active = inhibition mostly above about 23%, no sharp cut-off; inactive = mostly below about 18%;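 note: 0% = cells with DMSO and 100% = no-cell wells with DMSO; some compounds called inactive have numbers as strong as hits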
# PfHsp90 set2: inhibits growth of yeast expressing Plasmodium falciparum Hsp90; 310,000 tested, 0.32% active; S. cerevisiae expressing PfHsp90, BacTiter-Glo ATP, 48 h; yeast lacking PDR1 and PDR3 efflux regulators; inhibition, % at 9.4 µM;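 active = every replicate shows inhibition above about 80%, whatever the replicate mean, limit read from the data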;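 note: 0% = DMSO neutral controls and 100% = 20 µM radicicol positive controls; yeast relying on Plasmodium falciparum Hsp90 in place of its own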
# DSG3 Ab inh: inhibitors of pemphigus antibody binding to human desmoglein-3; DSG3-coupled beads, scFv-anti-DSG3-GFP binding, flow cytometry; active compounds read low; binding (percent of control), % at 10 µM; 310,000 tested, 0.48% active; AID 588358;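 active = binding more than 3 SD below its plate's average and above zero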;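 note: hits lower antibody fragment binding to DSG3; some compounds called inactive have numbers as strong as hits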
# phage Ecoli inh: E. coli growth loss with phage present; growth absorbance; inhibition, % at 11.9 µM; 360,000 tested, 0.26% active; AID 651602; in the data active = inhibition above about 11%
# AddAB inh: less growth of phage-infected E. coli with AddAB | E. coli expressing H. pylori AddAB, absorbance growth | inhibition, % at 11.9 µM | 330,000 tested, 0.29% active; in the data active = inhibition above about 12%;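 note: 0% = vehicle wells of infected cells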
# OPRM1-OPRD1 inv: inverse agonists of human mu-delta opioid receptor heterodimerization; P35372+P41143; inhibition, % at 9.3 µM; 340,000 tested, 0.21% active; cell-based MOR-DOR heterodimer luminescence, inverse agonism; in the data active = inhibition above about 22%, passing the limit was not always enough;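 note: 0% = cells with DMSO and 100% = wells without cells with DMSO; values of inactives mirror those of a sister screen read the other way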
# Target sequence (P35372 whole entry, looked up): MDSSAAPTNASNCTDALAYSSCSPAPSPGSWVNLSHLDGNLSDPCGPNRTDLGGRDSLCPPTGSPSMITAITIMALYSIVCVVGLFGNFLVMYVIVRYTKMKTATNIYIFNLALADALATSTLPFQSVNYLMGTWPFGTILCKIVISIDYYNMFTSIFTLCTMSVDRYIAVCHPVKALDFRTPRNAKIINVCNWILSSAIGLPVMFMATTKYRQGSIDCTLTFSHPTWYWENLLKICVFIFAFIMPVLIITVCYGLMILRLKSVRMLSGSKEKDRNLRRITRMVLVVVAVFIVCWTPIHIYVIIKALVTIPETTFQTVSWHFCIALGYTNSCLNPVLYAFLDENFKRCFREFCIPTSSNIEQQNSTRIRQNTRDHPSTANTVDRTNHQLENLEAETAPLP
# Target sequence (P41143 whole entry, looked up): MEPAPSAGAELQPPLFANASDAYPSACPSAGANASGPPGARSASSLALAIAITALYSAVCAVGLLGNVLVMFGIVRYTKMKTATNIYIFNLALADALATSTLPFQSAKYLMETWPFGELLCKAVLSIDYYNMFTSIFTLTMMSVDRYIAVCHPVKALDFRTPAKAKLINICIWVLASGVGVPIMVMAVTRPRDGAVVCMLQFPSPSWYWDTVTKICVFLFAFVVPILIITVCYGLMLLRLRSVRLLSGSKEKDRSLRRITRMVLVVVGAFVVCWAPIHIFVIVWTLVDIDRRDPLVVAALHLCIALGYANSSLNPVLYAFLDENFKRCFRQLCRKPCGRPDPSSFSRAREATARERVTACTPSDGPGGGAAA
# HTR5A ag ctr: HTR5A agonism, opioid heterodimer counter-screen; P47898; HTR5A agonist assay, luminescence, cell-based; activation, % at 9.3 µM; 340,000 tested, 0.61% active; AID 504692; in the data active = activation mostly above about 9.5%, no sharp cut-off; inactive = mostly below about 7.6%;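 note: 0% = cells with vehicle only and 100% = reference agonist; strong numbers were not always called active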
# OPRM1-OPRD1 ag: OPRM1-OPRD1 heterodimerization agonism; P35372+P41143; cells, luminescence; activation, % at 9.3 µM; 340,000 tested, 0.3% active; in the data active = activation above about 18%;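 note: 0% = vehicle-treated cells and 100% = reference agonist; values of inactives mirror those of a sister screen read the other way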
# Starred values were filed as active, the others as inactive; . = no result given.
SMILES,E coli growth,SUMO Mot1 rescue,PKA-R1A activ,HTR5A inv ag,PfHsp90 set2,DSG3 Ab inh,phage Ecoli inh,AddAB inh,OPRM1-OPRD1 inv,HTR5A ag ctr,OPRM1-OPRD1 ag
COc1ccccc1CNC(=O)CSc1ccsc1[N+](=O)[O-],0.3,7,6,-30,-13,105,4.0,5.2,-24,4,3.5
COc1ccc(C(=O)NCCNC(C)=O)cc1S(=O)(=O)NCc1ccc(Cl)cc1,1.2,6,12,-12,1,98,-1.5,1.8,11,2,-2.4
Cc1cccc(NC(=O)c2cc(=O)c3ccccc3o2)c1,-0.2,147,-11,1,25,117,-1.1,-0.4,13,0,-2.9
O=C(COC(=O)c1cc([N+](=O)[O-])ccc1N1CCOCC1)Nc1c(Cl)cccc1Cl,0.7,-1,-11,14,.,97,4.8,1.4,18,12,-3.3
CC(C)(C)CC(C)(C)NC(=O)Nc1cccc([N+](=O)[O-])c1,2.7,-9,-6,9,-2,87,0.3,1.6,-6,8,1.2
O=C(CC(=O)N1CCOCC1)N1CCOCC1,.,.,2,-11,0,113,3.2,.,10,3,-2.0
CCCS(=O)(=O)N1CCCC(C(=O)NCCCN(Cc2ccccc2)C(C)C)C1 (stereo unspecified),0.8,-2,4,-23,-20,104,-1.0,4.0,2,0,-0.3
COc1ccc(/C=C/C(=O)NCc2cn(C)nc2C)cc1COc1ccc(Cl)cc1Br,-2.4,515,3,13,-23,102,.,-1.3,-28,-4,5.3
Cc1ccc2cc(CN(c3ccc(C)c(C)c3)S(C)(=O)=O)c(=O)[nH]c2c1,0.7,-11,-12,-4,-46,101,3.5,3.9,10,2,-2.0
CCOc1ccc(CN2CCNC(=O)C2CC(=O)N(C)C2CCCCC2)cc1 (stereo unspecified),-1.8,-3,-2,-10,47,106,4.2,2.5,5,-4,-0.9
COc1ccc(CCn2cnc3c([nH]c4ccccc43)c2=O)cc1,0.5,-6,1,1,-13,95,2.1,-2.1,-4,0,0.7
COc1ccccc1NC(=O)NCC(c1ccco1)N1CCCCC1 (stereo unspecified),2.0,14,-1,-30,5,105,3.7,-0.5,8,0,-1.5
CC(NC(=O)C1CCC(=O)N1Cc1ccccc1Cl)c1ccccc1 (stereo unspecified),0.2,4,2,2,10,95,2.0,1.8,0,-1,-0.1
Cn1c[n+](C)cc1-c1ccc(/C(N)=N/O)cc1,2.1,2,-2,0,0,99,1.5,3.0,15,0,-2.5
CCCCc1cc(=O)oc2cc(C)cc(OCC(=O)NCC3CCC(C(=O)O)CC3)c12 (stereo unspecified),0.3,-10,-8,-21,-26,96,1.5,2.9,17,-4,-3.0
CCN(Cc1ccccc1)C(=O)c1cc2c(=O)oc3ccc(C)cc3c2s1,2.7,5,7,-7,-9,103,2.1,4.1,-4,3,0.8
CCOc1ccsc1C(=O)O,0.2,63,-8,19,-6,111,-0.5,1.6,16,7,-3.2
COc1cccc(NC(=O)CSc2nc3c(sc4ccccc43)c(=O)n2CCN(C)C)c1,-0.2,.,-9,33,-2,114,0.6,0.9,13,5,-2.8
O=S(=O)(c1cc(Cl)ccc1Cl)N1CC2CCCN2c2ccc(C(F)(F)F)cc21 (stereo unspecified),-1.5,27,-1,-20,.,98,0.9,-2.3,-11,6,1.9
Cc1onc(-c2ccccc2)c1C(=O)NCc1ccc2c(c1)OCO2,-0.9,5,0,-14,.,96,3.6,2.0,7,6,-1.1
COC(=O)C1C2C=CC3(CN(Cc4ccco4)C(=O)C13)O2 (stereo unspecified),0.8,3,5,-5,-15,96,-0.6,1.3,11,-4,-1.9
Cc1cccn2c(=O)c(/C=C(\C#N)C(N)=O)c(N3CCN(c4cccc(Cl)c4)CC3)nc12,.,-16,-10,-8,-17,91,0.7,.,11,2,-2.1
O=C(Nc1cc2c(cc1C(=O)O)OCCCO2)c1ccc(F)cc1F,-0.3,174,-1,-7,-21,101,-1.4,1.8,-4,1,0.5
Cc1ccc(S(=O)(=O)N2CCOCC2)cc1C(=O)Nc1ccc2c(c1)OCCO2,0.2,-8,-6,4,0,99,1.8,2.2,5,-1,-0.9
COc1ccc(C(=O)NC(=S)Nc2ccccc2N2CCOCC2)cc1Br,0.0,11,4,-4,-27,103,2.0,4.0,1,1,-0.1
C=CCN(c1ccc(C(=O)OC)cc1)S(=O)(=O)c1ccccc1,-1.1,49,-5,8,-25,83,2.1,2.8,8,4,-1.6
COc1cccc(C(=O)NC(=S)Nc2ccccc2N2CCCC2)c1,-5.0,6,0,13,-26,114,2.9,0.3,-5,-5,1.0
COc1cc(/C=C/CN2CCC(Oc3ccc(C(=O)N4CCCC4)cc3)CC2)ccc1O,.,.,-6,-3,9,.,-2.4,.,14,-3,-2.6
CC(=O)Nc1ccc(-c2sc(Nc3cccc4ccccc34)n[n+]2-c2ccccc2)cc1,-3.3,-21,-3,-2,-9,115,2.2,-0.8,7,12,-1.3
COc1ccc(/C=C2\C(=N)N3N=C(CC(=O)N4CCOCC4)SC3=NC2=O)cc1,-0.2,-1,-6,-6,9,103,2.3,0.3,23,2,-4.5
CC(=O)C(Cc1ccc(Cl)nc1)Cc1ccc(Cl)nc1,0.0,-2,0,5,6,103,0.5,2.4,15,-2,-3.3
CC(C)CN(C(=O)Cn1c(C(F)(F)F)nc2ccccc21)C1CCS(=O)(=O)C1 (stereo unspecified),1.4,-16,-4,.,15,100,3.2,-0.2,.,.,.
O=C1CC(SC2=NCCS2)C(=O)N1c1cccc(Cl)c1Cl (stereo unspecified),2.8,8,-1,19,-6,94,2.0,-2.7,8,4,-1.6
Cc1cc(OCC(=O)NCc2cccnc2)c2c(C)c(C)c(=O)oc2c1,-0.8,3,-9,-10,13,104,1.8,-0.6,22,3,-4.2
COc1ccc(CCNC(=O)Cn2c(=O)n(CCCC(=O)NCc3ccco3)c(=O)c3sccc32)cc1OC,-0.5,-11,-6,31,-78,102,2.4,-0.2,0,-1,0.0
COc1ccc(OC)c(NC(=S)NCc2cccnc2)c1,3.5,11,-7,10,-5,103,3.7,3.7,11,-3,-2.2
COc1ccc(OCc2cc(C(=O)N[C@H]3CCCCNC3=O)no2)c(Cl)c1,-0.2,-2,4,4,31,113,2.9,-2.8,3,3,-0.6
CCC(/C=N/Nc1ccc(S(=O)(=O)N2CCCC2)cc1[N+](=O)[O-])CC,2.6,7,-2,-12,-13,94,2.6,2.4,10,2,-1.9
Cc1[nH]c(=S)c(C#N)c(C)c1CCC#N,-1.6,1,-9,-8,-35,111,1.6,-2.2,-3,-2,0.6
C[C@@H](NC(=O)c1nc[nH]c1C(=O)NCC(=O)OC(C)(C)C)c1ccccc1,-1.7,2,5,-8,14,104,0.8,2.3,-2,2,0.3
O=C(COC(=O)C1CC2C=CC1C2)Nc1cccc(S(=O)(=O)N2CCCCCC2)c1 (stereo unspecified),2.0,6,1,-7,1,97,1.8,1.3,-20,4,3.9
O=C(CSc1nnc(COc2ccc(Br)cc2)o1)NC1CCCCC1,-1.4,-12,2,-23,-6,.,-1.4,2.5,-11,-5,1.8
Cc1cccc(NC(=S)N/N=C2\CC(C)(C)Oc3ccc(O)cc32)c1,2.1,6,5,-8,1,92,-0.5,1.8,3,-1,-0.5
CCN(CC)C1CCN(C(=O)c2ccc(OC3CCN(CCc4ccccc4)CC3)cc2)C1 (stereo unspecified),1.8,6,1,-14,-11,106,0.0,3.5,0,8,0.0
COc1ccc(-c2nc(C(=O)NCCCN3CCOCC3)cc3c2[nH]c2ccccc23)cc1OC,-3.9,154,-8,5,47,105,1.3,0.7,9,-2,-1.8
O=S(=O)(/N=C(/c1ccccc1)N1CCCCC1)c1ccccc1,0.2,-2,-11,2,-1,103,2.5,1.5,12,-1,-2.0
Cc1ccccc1NC(=O)CCC(=O)N/N=C/c1ccc(F)cc1,1.4,-18,7,3,25,109,1.5,2.5,-3,10,0.6
O=C(CCCn1cc([N+](=O)[O-])cn1)NC1CCCCCC1,-0.7,-7,8,-4,-18,117,4.0,4.1,1,2,-0.3
Cc1onc(-c2ccccc2)c1-c1nnc(COC(=O)c2ccc(O)cc2)o1,.,.,4,0,-25,94,2.5,.,5,-6,-0.8
CCc1ccc(-c2nn(-c3cc(Cl)ccc3[N+](=O)[O-])c(=O)c3ccccc23)cc1,.,.,5,3,-13,107,2.0,.,9,3,-1.9
CCNc1nnc(-c2ccncc2)s1,-1.9,-12,-4,4,8,.,2.5,2.9,5,6,-0.8
CC1CCCN(S(=O)(=O)c2coc(C(N)=O)c2)C1 (stereo unspecified),-2.3,12,-1,1,17,106,2.6,6.7,12,0,-2.2
CN(Cc1ccon1)C(=O)CC1C(=O)NCCN1Cc1ccccc1C(F)(F)F (stereo unspecified),.,.,8,11,6,99,5.6,.,17,3,-3.2
N#C/C(=C\c1ccc(OC(=O)c2ccc(Br)s2)cc1)c1nc2ccccc2[nH]1,-1.8,-15,7,-26,3,96,3.4,0.0,-11,7,2.0
COc1ccc(CCNC(=O)c2ccc3c(=O)n4c(nc3c2)CCC4)cc1OC,.,.,6,-3,15,101,3.0,.,10,1,-1.5
CS(=O)(=O)Cc1ccc(C(=O)N2CCCC2c2cccs2)cc1 (stereo unspecified),0.8,187,1,12,-18,.,2.8,0.2,-4,3,0.6
COCCCN(CC(=O)O)S(=O)(=O)c1cccc(Cl)c1,0.3,6,-6,9,6,103,0.5,1.6,16,3,-3.2
COc1ccc(Cl)cc1NC(=S)Nc1ccccc1F,2.2,0,2,-3,10,108,5.4,4.4,5,0,-1.0
CN1CCN(C(=O)/C(=C\c2cccnc2)NC(=O)c2cccc(Br)c2)CC1,0.2,-6,-2,-17,9,101,-1.5,2.5,1,2,-0.3
Cc1ccc(C(=O)N/N=C\c2cccn2C)cn1,-0.6,117,-2,-27,-11,78,1.3,-0.4,-6,1,1.1

# The final 2 records of the part above are carried over, then new ones follow:
SMILES,E coli growth,SUMO Mot1 rescue,PKA-R1A activ,HTR5A inv ag,PfHsp90 set2,DSG3 Ab inh,phage Ecoli inh,AddAB inh,OPRM1-OPRD1 inv,HTR5A ag ctr,OPRM1-OPRD1 ag
CN1CCN(C(=O)/C(=C\c2cccnc2)NC(=O)c2cccc(Br)c2)CC1,0.2,-6,-2,-17,9,101,-1.5,2.5,1,2,-0.3
Cc1ccc(C(=O)N/N=C\c2cccn2C)cn1,-0.6,117,-2,-27,-11,78,1.3,-0.4,-6,1,1.1
CC(NC(=O)Nc1ncccn1)(C(F)(F)F)C(F)(F)F,2.1,254,-1,-15,17,80,3.2,1.5,7,0,-1.3
C=C(C)CN(CC)C(=O)CN1C(=O)NC2(CCCc3ccccc32)C1=O (stereo unspecified),1.3,19,0,-6,-3,.,1.8,1.1,5,-2,-1.0
Cc1cc(C)c2c(=O)[nH]c(SCc3ccccc3)nc2n1,5.4,-15,-5,2,9,98,3.0,7.5,3,-1,-0.6
Cc1ccnc(NC(=O)CCC(=O)N(CC(=O)NCc2ccccc2)Cc2cccs2)c1,5.5,-16,-10,2,7,99,4.8,5.0,16,-1,-2.7
